MRP1 act – MRP-1 activation. H69AR cells + doxorubicin, viability rescue, CellTiter-Glo. viability increase, % at 10 µM. 140,000 tested, 0.61% active. AID 799;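 active means viability gain under doxorubicin at or above a set limit, the compound median plus 3 SD, cut at about 4.7% in these data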;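 further: MRP-1 overexpressing cells given doxorubicin 25 µM after compound pretreatment; 18-22 h compound pretreatment then 72 h with doxorubicin before readout; 0% = doxorubicin-only wells and 100% = vehicle-treated cells without doxorubicin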
Yeast growth inh – reduces growth of yeast BB579 in restrictive medium; inhibition, % at 10 µM; 140,000 tested, 0.51% active; AID 804; S. cerevisiae BB579 growth, OD615, 48 h;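 active means inhibition above a set limit, 3 SD over the mean compound inhibition, cut at about 44% in these data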; further: inactives centre near -24
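Test system: DeaD yeast strain BB579 / Buffer or medium: restrictive glucose-based CSMM-D medium / Doses: single 10 µM dose / Schedule: 4 h cell preincubation, 48 h compound exposure, 30 °C humidified / Technique: culture absorbance at 615 nm / Controls: amphotericin B positive control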
HCT116 PTEN-null – PTEN-deleted cell growth suppression; HCT116 PTEN-null viability, CellTiter-Glo, 60 h; stronger effect = lower value; viability, % at 10 µM; 140,000 tested, 1.2% active; AID 827;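 active means viability at or below a set limit, 4 SD under the median of all tested compounds, cut at about 3.7% in these data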;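 further: PTEN knockout HCT116 line with beta catenin targeted HCT116 as companion control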
Yeast life ext – yeast lifespan extension | 130,000 tested, 0.68% active | S. cerevisiae growth with nicotinamide, OD615; deaD strain in restrictive glucose medium | inhibition of the nicotinamide effect, % at 10 µM;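 active means inhibition above a set limit, placed 3 SD over the median of all compounds, cut at about 26% in these data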;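 further: 0% = nicotinamide-treated wells and 100% = cells grown without nicotinamide; some compounds called inactive have numbers as strong as hits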
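Buffer or medium: CSMM-D glucose medium, restrictive; test system: modified budding yeast, DeaD strain; compound: single dose 10 µM compound, 0.25% DMSO; schedule: culture preincubation 4 h, compound exposure 48 h, both 30 °C; detection: optical density (absorbance) at 615 nm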
Measles CPE – protection of cells from measles virus | protection (pct of control), % at 4 µM | 140,000 tested, 1.5% active | Measles virus-infected cells, CPE protection, absorbance; in the data active means protection mostly above about 24%, no sharp cut-off; inactive means mostly below about 26%; further: some compounds called inactive have numbers as strong as hits
NPY-Y2 antag – blocks the human neuropeptide Y Y2 receptor; P49146; NPY-Y2 expressing cells, antagonist mode; inhibition, % at 2.7 µM; 140,000 tested, 0.99% active; in the data active means inhibition above about 17%;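 further: 0% = vehicle with agonist challenge and 100% = reference antagonist with challenge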
Target sequence (P49146 whole entry, looked up): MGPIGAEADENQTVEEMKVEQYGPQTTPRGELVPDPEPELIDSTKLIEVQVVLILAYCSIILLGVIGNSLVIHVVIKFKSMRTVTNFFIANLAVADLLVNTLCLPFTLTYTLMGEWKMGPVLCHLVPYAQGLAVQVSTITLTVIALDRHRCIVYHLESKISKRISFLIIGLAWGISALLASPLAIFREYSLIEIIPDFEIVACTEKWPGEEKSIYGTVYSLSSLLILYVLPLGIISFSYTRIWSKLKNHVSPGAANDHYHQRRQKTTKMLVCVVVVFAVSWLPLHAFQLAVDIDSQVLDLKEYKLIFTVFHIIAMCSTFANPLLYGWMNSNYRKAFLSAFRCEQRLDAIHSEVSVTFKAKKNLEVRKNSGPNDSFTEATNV
E-sel TNF inh – TNF alpha driven E-selectin expression inhibition | HUVEC TNFa-induced E-selectin immunofluorescence, high content | 120,000 tested, 0.71% active | inhibition, % at 2 µM | AID 1246;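 active means inhibition above the batch mean plus 3 SD, and confirmed as a hit on visual image review, cut at about 43% in these data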;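 further: 0% = TNF-stimulated DMSO wells and 100% = unstimulated control wells; not every result past the cut was called active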
GALR2 blocker – GALR2 (human) receptor antagonism; O43603; GALR2-expressing cells, antagonist mode; inhibition, % at 4 µM; 140,000 tested, 0.39% active; in the data active means inhibition above about 27%;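 further: cells stimulated with galanin 1-16 at roughly its EC80; 0% = agonist challenge control and 100% = basal control without agonist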
Target sequence (O43603 whole entry, looked up): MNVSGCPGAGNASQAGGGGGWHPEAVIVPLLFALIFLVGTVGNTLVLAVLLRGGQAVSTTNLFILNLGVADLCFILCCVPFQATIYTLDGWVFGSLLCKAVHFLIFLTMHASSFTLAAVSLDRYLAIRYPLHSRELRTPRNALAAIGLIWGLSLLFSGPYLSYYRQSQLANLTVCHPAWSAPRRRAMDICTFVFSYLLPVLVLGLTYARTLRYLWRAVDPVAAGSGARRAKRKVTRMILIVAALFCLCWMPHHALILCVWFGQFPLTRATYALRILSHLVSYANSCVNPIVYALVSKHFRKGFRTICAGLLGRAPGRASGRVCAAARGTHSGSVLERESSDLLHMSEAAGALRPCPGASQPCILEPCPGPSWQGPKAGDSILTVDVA
Phagocytosis inh – inhibitors of macrophage phagocytosis. inhibition, % at 5 µM. 110,000 tested, 0.07% active. J774A.1 macrophage IgG-bead phagocytosis, imaging;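 active means inhibition above the mean of the plate negative controls plus 5 SD, cut at about 13% in these data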;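 further: phagocytic index as fraction of beads internalized from green versus red external bead signal; plate controls were DMSO negative control for no effect and cytochalasin-D positive control for full effect; some results beyond the cut were filed as inactive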
bCat KO growth – beta-catenin-lacking colon tumor cell growth suppression. HCT116 beta-catenin knockout viability, CellTiter-Glo, 60 h; stronger effect = lower value. viability, % at 10 µM. 140,000 tested, 1.5% active. AID 818;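 active means viability at or under a set limit, the compound median less 4 SD, cut at about 6% in these data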;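 further: 0% = Hyamine 1622 control at 20 µM and 100% = untreated cell control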
Active calls of the source: *; x = no result given; & = joins results of further samples. This is a random part of the collection; any-hit rate near 6.1%.

SMILES	MRP1 act	Yeast growth inh	HCT116 PTEN-null	Yeast life ext	Measles CPE	NPY-Y2 antag	E-sel TNF inh	GALR2 blocker	Phagocytosis inh	bCat KO growth
COc1ccc(CNC(=O)COC(=O)CC2CCCC2)cc1	-0.6	-15	101	2	5	4	x	15	10	98
C=CCOC(=O)/C(=C\c1ccc(OC)cc1)NC(=O)c1ccco1	-1.2	-41	101	0	20	3	-21	-3	2	92
CCc1nnc(NC(=O)NCN2C(=O)C3C4C=CC(C4)C3C2=O)s1 (centres undefined)	-0.4	-54	100	4	1	-3	-1	14	-5	90
COCCOC(=O)C1=C(C)N(Cc2ccccc2)C(=O)NC1c1ccc(OC)cc1 (centres undefined)	-0.8	1	72	-11	52*	1	-14	-8	-1	76
Cc1ccc2c(Cl)cc(Cl)c(OCc3c(C)noc3C)c2n1	-5.0	-26	81	-25	7	7	2	-3	0	91
O=C(CCCn1c(=O)[nH]c2cc(Cl)ccc2c1=O)NCCN1CCN(c2ccccc2)CC1	-3.6	-31	81	-5	11	0	-7	-2	x	81
CC1=C(C(=O)N2CCc3ccccc32)C2(CCC(C)CC2)OC1=O (centres undefined)	-2.3	-7	80	4	3	0	x	-4	-1	84
COC(=O)Nc1nc2ccc(-c3n[nH]c(=O)c4ccccc34)cc2[nH]1	-1.1	-18	72	-2	6	4	5	-5	-3	68
CS(=O)(=O)N1CCN(C(=O)c2c(F)cccc2F)CC1	0.1	23	99	-22	1	2	-14	-5	-1	101
O=C(NC1CCCC1)c1noc2c1CCCCC2	-2.3	38	95	-1	0	2	4	-1	-1	96
CCN(CC)CC(=O)Nc1c(C)cccc1C	-1.8&-0.8	12&-14	106&94	3&7	7&35	-2&0	x	-9&14	x	99&90
COc1ccc(C2NC(=O)NC(O)(C(F)(F)F)C2C(=O)c2ccc(F)cc2)cc1 (centres undefined)	-1.0	-52	93	-2	7	2	26	9	0	92
O=C(NCc1ccc(Cl)cc1)c1ccc(Cl)cc1[N+](=O)[O-]	0.5	-23	99	-5	10	4	-22	-9	-4	106
CCNC(=O)c1c(NC(=O)C2COc3ccccc3O2)sc2c1CCCC2 (centres undefined)	0.7	2	72	-14	12	4	10	6	x	84
CCCc1cc(C(=O)Nc2cccc(Cl)c2)no1	-1.2	-10	96	-14	15	6	6	3	-1	106
Cc1nc(Oc2ccccc2)c2ccccc2n1	-4.8	2	89	-6	13	3	14	-1	-1	77
CC(=O)Nc1nc(N)n(-c2ccccc2)n1	-0.6	-6	101	-6	10	3	-23	-4	1	86
COc1ccccc1-c1cc(C(=O)Nc2c(C)n(C)n(-c3ccccc3)c2=O)no1	1.0	3	101	-10	10	-1	x	-1	-3	91
O=C(NNC1=C(C(=O)C(F)(F)F)CCC1)c1ccccc1O	1.9	-15	82	6	3	-1	10	1	-1	74
Cc1ccc(C)c(-n2cc[nH]c2=S)c1	-0.1	-26	94	4	6	2	x	-7	-4	94
CCCC1=C(C(=O)OCC)C(c2ccccc2OCC)NC(=O)N1C (centres undefined)	-2.0	4	94	-1	10	7	-27	-7	0	90
CCOC(=O)C1CCN(C(c2cc3ccc(C)cc3[nH]c2=O)c2nnnn2C2CCCCC2)CC1 (centres undefined)	-1.3	-16	92	14	10	1	x	-7	-1	92
O=C(Oc1ccccc1C(=O)Oc1ccccc1)c1ccco1	1.4	-25	99	1	13	3	-11	8	0	102
COc1ccc(NC(=O)CSc2nnc(Cc3cccn3C)n2CCc2ccccc2)cc1OC	-3.8	-1	85	-2	17	-3	-4	1	1	81
COc1ccccc1CNC(=O)CSc1ccc(C)cc1	0.6	-9	97	-3	9	28*	x	2	-2	104
The list goes on.
SMILES	MRP1 act	Yeast growth inh	HCT116 PTEN-null	Yeast life ext	Measles CPE	NPY-Y2 antag	E-sel TNF inh	GALR2 blocker	Phagocytosis inh	bCat KO growth
COc1ccc(N(C)S(=O)(=O)c2ccc3c(c2)oc(=O)n3C)cc1	-1.1	-59	88	-8	28	4	-35	10	-3	88
COC(=O)C1CCN(S(=O)(=O)c2ccc(OC)cc2)CC1	-1.5	-52	102	7	8	3	23	-29	0	98
CCN(CC)C(=O)C1=C(C)Nc2nc3ccccc3n2C1c1cccc(OC)c1 (centres undefined)	-3.2	-69	87	1	5	1	12	-6	0	91
CCc1ccc(/C=N/NC(=S)NCCc2ccccc2)cc1	-2.5	-29	83	14	3	33*	8	-9	-1	90
COc1ccc(OC)c(/C=N/NC(=O)c2cc[n+](Cc3ccccc3)cc2)c1	-0.4	-38	98	21	16	2	x	7	x	99
c1ccc(-n2c(SCC3CCCCO3)nnc2-c2cccs2)cc1 (centres undefined)	-5.6	-12	87	2	17	5	-20	8	-1	84
O=C(Cn1c(C(F)(F)F)nc2ccccc21)c1ccc(F)cc1	-0.1	-37	108	-8	8	3	6	4	x	101
S=C(NCc1ccccc1)NCC1COc2ccccc2O1 (centres undefined)	-2.4	6	88	-5	11	5	-3	-1	0	87
COC(=O)c1sc(S(=O)(=O)N2CCCCC2)c(C(=O)OC)c1C	-1.6	-22	75	-7	2	1	x	-4	1	78
CCOC(=O)c1cnc2c(C)cccc2c1Nc1ccc(N2CCOCC2)cc1	0.8	-45	80	0	29	-1	x	-1	-5	82
CCCCCCCOC(=O)C1=C(C)Nc2ncnn2C1c1cccs1 (centres undefined)	1.6	-25	74	-7	2	1	3	-2	-1	60
COc1ccc(C2=NN(C(=O)c3cccs3)C(c3ccc(OC)cc3)C2)cc1 (centres undefined)	7.5*	-27	68	7	7	8	14	-1	-14	81
O=C(NCCCN1CCOCC1)c1ccc(CS(=O)(=O)c2ccc(Br)cc2)o1	-1.5	-10	89	-4	3	0	x	11	x	80
CCn1c(SCC(=O)Nc2nc3ccc(OC)cc3s2)nnc1-c1ccoc1C	-0.7	-15	86	-3	16	1	10	4	2	104
Cc1cc(-c2ccccc2)nn1-c1nc2c(c(=O)[nH]c(=O)n2C)n1C	-2.8	-49	87	-18	26	2	6	5	0	77
NC(=O)NCC12CC3CC(CC(C3)C1)C2	-1.0	-6	100	-4	2	-2	-34	3	x	105
CC(=O)Nc1ccc(S(=O)(=O)N2CCN(c3nc(NC4CCCC4)c4ccccc4n3)CC2)cc1	-4.8	-29	1.5*	-2	3	9	-3	3	x	1.5*
Cc1ccc(-n2c(SCC(=O)N/N=C/c3ccc(C)s3)nnc2-c2ccccc2)cc1	-0.3	-19	80	-4	22	5	x	-24	-6	90
COc1ccccc1Nc1nc2nonc2nc1N1CCC(C)CC1	-0.5	-20	96	3	78*	5	x	10	-6	84
Cc1ccc(NC2=NCC(=O)N2Cc2ccc3c(c2)OCO3)cc1	0.7	-37	100	1	30	3	-31	12	-1	94
COc1ccc(/C=N/NC(=O)c2c(-c3ccccc3)noc2C)cc1	-0.3	-14	96	-4	12	-2	15	1	-1	105
Cc1ccc2c(c1)N(C(=O)CCC(=O)O)CCO2	-1.5	-26	100	6	28*	1	-23	4	-3	89
Clc1ccc(-c2csc(NNC3=NCCCCC3)n2)cc1	-1.9	-66	x	0	7	3	x	8	x	52
CCCn1c(NCc2ccccn2)nc2ccccc21	-1.9	-12	95	x	3	4	1	3	x	91
O=C(Nc1ccc(Cl)c(Cl)c1)Nc1nnc(CSc2ccccc2)s1	-4.7	-52	2.6*	1	0	2	-24	5	-8	2.2*

Next section (four carried over from the part before).
SMILES	MRP1 act	Yeast growth inh	HCT116 PTEN-null	Yeast life ext	Measles CPE	NPY-Y2 antag	E-sel TNF inh	GALR2 blocker	Phagocytosis inh	bCat KO growth
Cc1ccc2c(c1)N(C(=O)CCC(=O)O)CCO2	-1.5	-26	100	6	28*	1	-23	4	-3	89
Clc1ccc(-c2csc(NNC3=NCCCCC3)n2)cc1	-1.9	-66	x	0	7	3	x	8	x	52
CCCn1c(NCc2ccccn2)nc2ccccc21	-1.9	-12	95	x	3	4	1	3	x	91
O=C(Nc1ccc(Cl)c(Cl)c1)Nc1nnc(CSc2ccccc2)s1	-4.7	-52	2.6*	1	0	2	-24	5	-8	2.2*
CCc1nnc(NS(=O)(=O)c2ccc(NC(=S)NC(=O)/C=C/c3ccc(OC)cc3)cc2)s1	-0.6	-50	91	5	13	2	38	-14	-7	87
CCC(Sc1n[nH]c(=O)[nH]c1=O)C(=O)OCc1ccccc1 (centres undefined)	-2.7	-23	98	-6	8	0	x	3	1	98
COc1cc(-c2cc(C(=O)N3CCN(c4ccccn4)CC3)c3ccccc3n2)cc(OC)c1OC	-3.0	5	40	-10	13	0	x	0	x	58
O=C(c1c(O)c2ccccc2oc1=O)C1CCCCC1	-0.2	-4	97	29*	39	8	-5	-9	0	96
Cc1ccc(O)c(C2=Nc3ccccc3N=C(c3cccs3)C2)c1	0.1	-51	66	-1	20	1	x	-10	-2	74
CCOC(=O)Cc1nn(CCc2ccccn2)c(=O)c2ccccc12	-0.3	-27	96	2	12	0	x	-1	1	84
C=CCn1nc([N+](=O)[O-])nc1Sc1cccc2cccnc12	-5.1	-34	1.8*	20	12	5	x	31*	5	2.1*
N#Cc1nc(COc2ccc(F)cc2)oc1NCCCn1ccnc1	1.7	-11	95	15	24	2	x	5	-2	88
O=C(COc1ccccc1)NCC(=O)N/N=C/C=C/c1ccccc1	-0.1	-54	96	4	3	3	-22	2	-10	101
CCOC(=O)c1cnc(SC)nc1N	-0.2	-73	105	-14	15	5	-6	-4	0	94
C=Cn1cc[n+](CC(=O)C(C)(C)C)c1	1.6	-6	99	23	5	3	x	-1	-3	86
CCOC(=O)c1cc2sccc2n1CC(=O)N1CCCC1	-0.6	-1	93	-11	11	4	-2	6	0	102
O=C(N1CCCCC1)N1CCN(C(c2ccccc2)c2ccccc2)CC1	1.6	-33	94	25	3	-2	x	-14	0	90
CCOC(=O)c1cc(OC(=O)c2ccccc2Br)n(-c2ccccc2)n1	0.5	-23	110	-2	2	3	x	-9	0	100
O=C(NCCCN1CCN(CCCNC(=O)c2cc([N+](=O)[O-])ccc2Cl)CC1)c1cc([N+](=O)[O-])ccc1Cl	-3.7	-39	83	-1	7	4	x	-11	-2	87
COc1ccc(-n2c(C)cc(/C=N/Nc3nnc(C)n3N)c2C)cc1	-0.8	-7	80	-3	38	2	x	14	-5	91
Cc1ccc(F)c(NC(=O)CCc2ccccc2)c1	0.7	13	89	10	13	2	4	8	1	95
CCCCCCOc1cccc(N)c1	-0.1	-20	98	-9	18	4	31	7	-2	106
COC(=O)c1cn(N(C)c2ncc(C(F)(F)F)cc2Cl)c(=O)c2ccccc12	-1.4	-27	78	-6	0	5	5	-6	0	82
C/C(Cn1cnc([N+](=O)[O-])n1)=N/NC(=O)COc1c(Cl)cc(Cl)cc1Cl	-1.4	-38	86	1	10	2	x	-5	-17	94
COc1cc(NC(=S)NCCc2c[nH]c3ccccc23)c(OC)cc1Cl	-4.4	-23	38	-2	14	1	33	-9	-5	51
CCCN(CCC)c1ncnc2nc[nH]c12	-1.6	-36	100	-10	2	1	-32	5	0	98

Screens deposited in PubChem BioAssay by several laboratories.
